Screening data from PubChem BioAssay.
SSB-PriA inh – inhibitors of Klebsiella pneumoniae PriA binding to SSB C-terminal tail, primary screen, biochemical, AlphaScreen | PriA–SSB C-terminal tail interaction (Klebsiella pneumoniae) | AlphaScreen SSBct-PriA binding, biotinylated peptide | inhibition, % at 33 µM | hit rate 0.6% among 430,000; in the data active = inhibition mostly above about 37%, no sharp cut-off; inactive = mostly below about 20%;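 also: plate controls were negative control peptide for no effect and reference peptide for full effect; strong numbers were not always called active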
MazEF act – activators of E. coli MazEF toxin-antitoxin RNase, primary screen, biochemical, fluorescence, uHTS; FAM/BHQ RNA-DNA oligo cleavage fluorescence, 5 h; activation, % at 20 µM; hit rate 0.32% among 350,000; in the data active = activation above about 50%
Target sequence (P0AE70 whole entry, looked up): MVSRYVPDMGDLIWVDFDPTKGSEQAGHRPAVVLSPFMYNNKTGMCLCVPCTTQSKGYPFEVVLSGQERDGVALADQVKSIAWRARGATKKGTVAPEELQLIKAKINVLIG
BoNT F protease – BoNT/F light chain protease inhibitors, primary screen, biochemical, flow cytometry, MLPCN library; Multiplex microsphere protease cleavage assay; Botulinum neurotoxin type F light chain protease (Clostridium botulinum); AID 588497, 2011; inhibition, % at 10 µM; hit rate 0.22% among 360,000; in the data active = inhibition above about 35%, passing the limit was not always enough; inconclusive = no clear call, values can overlap the other calls; also: plate controls were buffer without enzyme for full effect and enzyme alone for no effect
BoNT A protease – BoNT/A light chain protease inhibitors, primary screen, biochemical, flow cytometry, MLPCN library | AID 588499, 2011 | multiplex microsphere protease substrate cleavage | Botulinum neurotoxin type A light chain protease (Clostridium botulinum A str. ATCC 3502) | inhibition, % at 10 µM | hit rate 0.17% among 360,000; also: plate controls were buffer without enzyme for full effect and enzyme alone for no effect
Rv3671c inh – Rv3671c serine protease inhibitors, primary screen, biochemical, fluorescence polarization, M. tuberculosis H37Rv | P9WHR9 | inhibition, % at 5.96 µM | hit rate 0.048% among 320,000; in the data active = inhibition above about 38%;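 also: extracellular domain of Rv3671c used as enzyme; 0% = enzyme with DMSO and 100% = no enzyme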
Target sequence (P9WHR9 whole entry, looked up, the tested form may be a part): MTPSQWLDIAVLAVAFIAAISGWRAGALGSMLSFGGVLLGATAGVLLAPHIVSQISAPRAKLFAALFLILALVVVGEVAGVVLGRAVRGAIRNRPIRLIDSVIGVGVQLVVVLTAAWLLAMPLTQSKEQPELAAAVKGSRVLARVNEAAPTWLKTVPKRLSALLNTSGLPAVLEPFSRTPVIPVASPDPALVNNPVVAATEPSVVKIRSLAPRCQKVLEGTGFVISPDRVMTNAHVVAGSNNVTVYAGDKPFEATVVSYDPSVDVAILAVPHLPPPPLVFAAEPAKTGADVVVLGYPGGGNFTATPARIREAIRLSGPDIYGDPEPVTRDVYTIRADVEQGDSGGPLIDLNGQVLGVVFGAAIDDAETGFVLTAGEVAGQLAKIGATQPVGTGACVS
PrPC surface inh – inhibitors of human cell surface prion protein PrPC, primary screen, cell-based, TR-FRET; TR-FRET read-out; inhibition, % at 13.8 µM; hit rate 0.43% among 370,000; AID 720596, 2013; in the data active = inhibition above about 24%; also: 0% = median of the test wells and 100% = reference compound wells
Anthrax LF prot – Bacillus anthracis LF protease inhibitors, primary screen, biochemical, multiplex microsphere, MLPCN library | inhibition, % at 10 µM | multiplex microsphere protease cleavage assay | Lethal factor (Bacillus anthracis), P15917 | hit rate 0.12% among 360,000; also: plate controls were buffer without enzyme for full effect and enzyme alone for no effect
DUSP3 inh – VHR1 phosphatase inhibitors, primary screen, biochemical, absorbance, uHTS; inhibition, % at 13.3 µM; recombinant VHR phosphatase, pNPP absorbance; hit rate 0.52% among 290,000; AID 1654, 2009; Dual specificity protein phosphatase 3 (Homo sapiens), P51452; in the data active = inhibition above about 50%; also: some compounds called inactive have numbers as strong as hits
Target sequence (P51452 whole entry, looked up): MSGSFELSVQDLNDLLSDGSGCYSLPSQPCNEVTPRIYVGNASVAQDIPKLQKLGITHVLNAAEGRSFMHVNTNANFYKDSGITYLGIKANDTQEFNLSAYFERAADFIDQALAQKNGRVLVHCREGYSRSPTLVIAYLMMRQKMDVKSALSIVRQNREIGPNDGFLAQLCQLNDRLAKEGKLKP
CCHFV vOTU inh – CCHFV vOTU protease inhibitors, primary screen, biochemical, Pep-AMC substrate, fluorescence; Crimean-Congo hemorrhagic fever virus L polyprotein viral ovarian tumor (vOTU) protease …; inhibition, % at 11.5 µM; hit rate 0.55% among 370,000; in the data active = inhibition above about 30%; also: 0% = vehicle wells with enzyme and 100% = no enzyme wells
3CLpro inhibitor – SARS-CoV 3CLpro protease inhibitors, primary screen, biochemical, quenched FRET; recombinant SARS-CoV 3CLpro, quenched FRET peptide cleavage; inhibition, % at 6 µM; hit rate 0.14% among 290,000; AID 1706, 2009; in the data active = inhibition above about 12%
Numbers without * were called inactive; i = inactive; ? = inconclusive; · = no result given; & = joins results of further samples. Rule as the data show it, unless noted: active = inhibition above about 30%; inconclusive = no clear call, values can overlap the other calls; inactive = below that. The list is partial (hit frequency here may not be typical).

SMILES | SSB-PriA inh | MazEF act | BoNT F protease | BoNT A protease | Rv3671c inh | PrPC surface inh | Anthrax LF prot | DUSP3 inh | CCHFV vOTU inh | 3CLpro inhibitor
O=C(COC(=O)c1ccc(NS(=O)(=O)c2cccs2)cc1O)Nc1ccc(F)cc1 | -10.4 | 2.6 | -9.2 | 0.8 | -21.0 | 6.0 | -2.0 | 1.5 | 1.8 | 5.7
COc1cccc(OCc2nc(-c3cccc([N+](=O)[O-])c3)no2)c1 | 20.8 | -12.4 | -3.2 | -0.1 | 3.6 | -5.9 | -3.7 | 3.3 | 8.7 | 3.9
Cc1ccc(C2=NN=C(NC(=O)CSc3nncn3C)SC2)cc1 | 2.1 | 1.1 | 1.8 | -0.6 | -4.6 | -6.7 | 0.3 | 26.9 | -2.7 | -0.2
Cn1c(=O)c2c(nc(NCCNC(=O)c3ccco3)n2Cc2ccc(F)cc2)n(C)c1=O | -8.2 | 8.0 | 3.3 | -1.2 | 0.1 | -1.9 | 10.4 | 13.0 | 3.9 | 7.4
CCOC(=O)c1sc(-c2ccc(Br)cc2)cc1N | -12.1 | -1.1 | 1.7 | 3.8 | 2.8 | 2.2 | -2.8 | 13.2 | -2.1 | 0.1
CCn1c(CNC(=O)c2cccs2)nnc1SCC(=O)NCCc1ccccc1 | -17.2 | 0.9 | 1.0 | ? | · | 3.5 | -1.7 | -0.6 | -2.9 | -2.8
COc1ccccc1/C=N/n1c(C)nnc1-n1nc(C)cc1C | · | -1.3 | -0.4 | 0.3 | 2.9 | 0.8 | -2.5 | 14.0 | -16.5 | -3.7
COc1ccc(Cl)cc1NC(=S)N1CCN(S(C)(=O)=O)CC1 | -4.9 | -0.8 | · | · | -3.6 | -4.2 | · | 13.1 | -7.9 | 1.6
Cc1ccc(N(C(=O)c2csnn2)C(C(=O)NC(C)(C)C)c2ccccn2)cc1 (centres undefined) | -4.4 | 3.3 | 3.2 | 0.0 | -8.1 | -4.5 | -4.1 | -5.2 | -14.0 | 1.1
O=C1c2ccccc2C(=O)c2cc(S(=O)(=O)Nc3ccccc3)ccc21 | 51.4 | 4.5 | 2.0 | 0.1 | 12.6 | 0.3 | -1.3 | -1.7 | 19.5 | 4.3
Cc1ccc(NS(=O)(=O)c2ccc(NC(=O)c3cccs3)cc2)c(C)c1 | -12.5 | 53.0* | 1.1 | 0.1 | -82.1 | 5.8 | 0.2 | -8.5 | 4.8 | 5.8
O=C(O)CN1C(=O)SC(Nc2ccc(C(=O)O)cc2)C1=O (centres undefined) | -0.1 | -3.5 | -12.4 | -1.1 | 1.5 | -3.0 | -0.6 | 3.7 | 12.0 | -0.9
CC(=O)c1c(O)ccc2c(-c3ccccc3)cc(=O)oc12 | 2.1 | -4.3 | -7.3 | 0.5 | -13.2 | -4.9 | -0.3 | 10.5 | 6.6 | 6.4
COC(=O)Cn1c(=NC(=O)c2sc3ccccc3c2Cl)sc2cc(S(N)(=O)=O)ccc21 | -4.2 | 19.6 | 5.8 | 3.0 | -72.9 | 17.6 | 1.2 | 0.1 | 4.2 | 1.6
Cc1ccc(NC(=O)CCC(=O)NNC(=O)c2ccccc2[N+](=O)[O-])c(C)c1 | -1.9 | 6.5 | -10.7 | -1.0 | 0.3 | -2.0 | -2.1 | 1.7 | -8.6 | 0.6
O=C(O)/C=C/C(=O)NCCC1=CCCCC1 | -16.1 | -5.3 | -2.7 | 0.4 | -6.7 | -3.9 | 1.7 | 9.8 | -4.3 | -1.7
COC(CNC(=O)c1ccc2c(c1)nc(C)n2-c1cccc(F)c1)OC | -12.4 | -3.9 | -4.0 | -5.1 | -2.6 | -2.0 | 1.1 | 27.3 | -11.4 | 6.4
CCc1nn(CC(=O)NCCCN(C)C2CCCCC2)c(=O)c2cc3occc3n12 | 5.2 | -6.6 | -15.6 | -2.6 | 9.9 | · | -3.6 | 65.0 | · | -1.2
O=C(CNC(=O)c1ccco1)N/N=C/c1cccs1 | i | -0.4 | -1.4 | -0.4 | 1.2 | -3.4 | -3.6 | 0.0 | -14.3 | -1.7
O=C(Nc1ccc(Br)cc1)c1cccc(OC(=S)N2CCOCC2)c1 | -1.2 | -4.7 | 5.4 | 0.1 | -4.2 | 6.3 | 0.0 | 3.0 | -1.8 | 2.0
CCN1CCCC1CNC(=O)CSCc1nc(-c2ccccc2C)oc1C (centres undefined) | 8.0 | -11.8 | · | · | -7.9 | -4.0 | · | 28.7 | -6.3 | 0.7
O=C(NCc1ccccc1)Nc1nnc([C@@H]2C[C@H](O)[C@@H](CO)O2)s1 | · | · | -4.5 | 0.3 | · | 3.2 | -3.1 | · | 14.6 | ·
Cc1cccc(CN2CCC(CNC(=O)C3CCCN(S(=O)(=O)c4cnc[nH]4)C3)CC2)c1 (centres undefined) | 0.9 | -1.1 | -14.1 | -2.4 | -0.7 | · | -8.2 | 9.1 | · | 3.0
CCOc1cc2[nH]c(=S)n(CCOC)c(=O)c2cc1OCC | -0.5 | 2.9 | -1.7 | -1.2 | 3.3 | 12.4 | -4.1 | 20.7 | -4.7 | -1.8
COc1cccc(C(=O)Nc2nc3ccccc3[nH]2)c1 | -9.2 | -4.0 | -7.9 | 0.2 | 0.9 | 3.4 | -1.9 | 15.5 | -0.3 | -1.5
CCC(C)c1ccc(NC(=S)N2CCN(c3ccccn3)CC2)cc1 (centres undefined) | -5.0 | -1.7 | 19.1 | 12.7 | 7.3 | 0.1 | 2.4 | 18.7 | 0.6 | -6.3
COc1ccc(-c2cc(C(=O)Nc3cc(OC)c(OC)c(OC)c3)no2)cc1OC | 5.9 | 4.0 | -0.7 | -0.1 | -2.6 | · | -1.9 | 13.0 | · | -3.5
O=C(CSc1nnc(-c2ccccc2NC(=O)c2ccccc2)o1)OC1CCCCC1 | -12.8 | -1.2 | 2.3 | 0.1 | -1.2 | 6.3 | 0.6 | · | -0.6 | -4.9
CCOC(=O)c1cnn(-c2ccc(C)cc2)c1N | -9.5 | 9.9 | ? | 1.1 | -2.8 | -4.8 | 1.0 | 7.3 | 4.9 | -1.2
O=C(OCC(=O)N1CCOCC1)c1cccc(F)c1 | -8.8 | 8.9 | -0.3 | -1.4 | 0.3 | 5.1 | -2.2 | 35.8 | -3.3 | -6.4
CCCn1c(N)c(C(=O)CSc2nnc(C)n2Cc2ccccc2)c(=O)n(C)c1=O | -4.7 | 0.4 | 2.5 | 0.7 | -3.3 | -10.7 | -4.5 | -6.6 | -15.0 | -5.3
Cc1ccc([C@H]2C[C@@H](O)[C@H](n3cc(COC(=O)c4ccccc4)nn3)CN2CC2CCCCC2)cc1 | · | -3.2 | -1.2 | -0.1 | · | -1.2 | 1.3 | · | -4.9 | ·
Cc1cc(F)ccc1S(=O)(=O)N1CCC2(CC1)OCCN2S(=O)(=O)c1cccs1 | -18.0&-2.9 | -2.2 | 5.9 | 1.3 | 3.5 | -4.3 | -5.1 | · | -13.1 | ·
O=C(Nc1ccc(Cl)c(Cl)c1)C1=Cc2ccccc2OC1 | -40.9 | 6.6 | 1.0 | 0.0 | -188.6 | -8.2 | -0.9 | 15.5 | 1.6 | 1.8
COc1ccc(OCC(=O)c2c(O)c3ccccc3oc2=O)cc1 | 4.6 | -0.5 | -12.1 | -0.6 | -4.1 | · | -6.9 | 13.5 | · | -8.1
COCOc1ccc(/C=C/C(=O)c2c(OCOC)cc(OCOC)c(CC=C(C)C)c2O)cc1OCOC | -0.5 | -0.9 | -20.1 | -1.8 | -2.5 | · | -6.0 | · | · | ·
O=C(O)CC(NC(=O)C(c1ccccc1)c1ccccc1)c1ccc(F)cc1 (centres undefined) | 5.9 | 3.9 | -5.2 | 0.0 | 6.9 | 6.1 | 3.0 | -2.0 | 1.7 | 0.4
COc1ccc(S(=O)(=O)N2CCCCC2)cc1NS(=O)(=O)c1ccc(CNC(C)=O)cc1 | 0.5 | -2.9 | -1.6 | -0.5 | -3.8 | 8.4 | -9.6 | · | -14.1 | ·
Cc1cccc(-n2nc3c(c2NC(=O)c2ccco2)CS(=O)(=O)C3)c1C | -3.4 | -2.1 | -2.7 | 0.3 | 1.5 | 1.5 | 1.0 | -0.6 | -3.0 | -3.5
CCOC(=O)C1CCN(C(=O)CSC2=NCCS2)CC1 | -12.0 | -2.6 | 14.8 | 0.6 | 7.9 | -2.1 | 2.2 | 1.0 | 4.0 | 0.9
Cc1ccc(C(=O)N/N=C/c2ccoc2)cc1C | · | -1.4 | 0.3 | 1.9 | -6.0 | 0.1 | -1.1 | 31.5 | -0.8 | -3.4
CCCCc1ccc(NC(=O)CN2C(=O)NC(Cc3ccccc3)C2=O)cc1 (centres undefined) | -1.3 | 3.1 | -9.6 | -3.3 | · | 9.5 | 0.0 | · | 11.6 | ·
CC(=O)c1ccc(NC(=O)CCc2ccc(C)o2)cc1 | 3.8 | 5.3 | · | · | -0.6 | -3.2 | · | 20.4 | 5.4 | -0.2
CC(=O)N1c2ccc(S(=O)(=O)N3CCC(C(=O)N4CCN(c5ccc(Cl)cc5)CC4)CC3)cc2CC1C (centres undefined) | 1.2 | -0.6 | 1.1 | -0.3 | -1.4 | 7.3 | -2.9 | 2.3 | 13.8 | -1.4
CC(=O)c1ccc(NC(=O)Nc2ccc(Cl)cc2)cc1 | -8.4 | 10.8 | -7.7 | -1.4 | -37.8 | 28.3* | -2.4 | 6.3 | 17.1 | -1.1
Cc1cc(N/N=C/c2ccc(O)cc2O)nc(N2CCOCC2)n1 | · | -4.0 | -5.9 | -1.1 | 3.2 | -6.2 | -2.4 | 8.8 | 14.2 | -0.3
CC(=O)N1CCCc2cc(S(=O)(=O)N3CCCC(C(=O)NCc4ccc(C)cc4)C3)ccc21 (centres undefined) | -6.6 | 1.4 | 10.2 | 2.3 | 3.0 | 19.7 | -0.3 | 1.6 | -10.7 | -5.2
COc1ccc(NC(=S)NC(=NS(=O)(=O)c2ccc(Cl)cc2)c2ccccc2)cc1 | -5.1 | -2.1 | -0.7 | 0.7 | 1.1 | 8.0 | -7.0 | · | 10.4 | ·

Compounds listed so far with bromine:
SMILES | SSB-PriA inh | MazEF act | BoNT F protease | BoNT A protease | Rv3671c inh | PrPC surface inh | Anthrax LF prot | DUSP3 inh | CCHFV vOTU inh | 3CLpro inhibitor
CCOC(=O)c1sc(-c2ccc(Br)cc2)cc1N | -12.1 | -1.1 | 1.7 | 3.8 | 2.8 | 2.2 | -2.8 | 13.2 | -2.1 | 0.1
O=C(Nc1ccc(Br)cc1)c1cccc(OC(=S)N2CCOCC2)c1 | -1.2 | -4.7 | 5.4 | 0.1 | -4.2 | 6.3 | 0.0 | 3.0 | -1.8 | 2.0

Among those listed so far, these have a COOH group.
SMILES | SSB-PriA inh | MazEF act | BoNT F protease | BoNT A protease | Rv3671c inh | PrPC surface inh | Anthrax LF prot | DUSP3 inh | CCHFV vOTU inh | 3CLpro inhibitor
O=C(O)CN1C(=O)SC(Nc2ccc(C(=O)O)cc2)C1=O (centres undefined) | -0.1 | -3.5 | -12.4 | -1.1 | 1.5 | -3.0 | -0.6 | 3.7 | 12.0 | -0.9
O=C(O)/C=C/C(=O)NCCC1=CCCCC1 | -16.1 | -5.3 | -2.7 | 0.4 | -6.7 | -3.9 | 1.7 | 9.8 | -4.3 | -1.7
O=C(O)CC(NC(=O)C(c1ccccc1)c1ccccc1)c1ccc(F)cc1 (centres undefined) | 5.9 | 3.9 | -5.2 | 0.0 | 6.9 | 6.1 | 3.0 | -2.0 | 1.7 | 0.4
